MBD2 DNA inh = inhibitors of MBD2 binding to methylated DNA, primary screen, biochemical, TR-FRET, DNA-binding domain, human; hit rate 0.31% among 370,000; MBD2 binding to methylated oligonucleotide; inhibition, % at 4.4 µM; AID 686964, 2013; in the data active means inhibition above about 13%
HTRA1 inh = HTRA1 serine protease inhibitors, primary screen, biochemical, fluorescence polarization, HTS; hit rate 0.5% among 340,000; recombinant HTRA1, FP-rhodamine activity-based probe; inhibition, % at 5.96 µM; Q92743; in the data active means inhibition above about 36%;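 further: 0% = enzyme with DMSO and 100% = wells lacking enzyme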
mABHD4 FP = ABHD4 inhibitors, primary screen, biochemical, fluorescence polarization, mouse | purified mABHD4, FP-Rh probe fluorescence polarization | inhibition, % at 8.92 µM | hit rate 0.54% among 370,000;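 active means inhibition exceeding the mean over every tested compound plus 3 SD, cut at about 30% in these data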;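 further: 0% = plate median of compound wells and 100% = S159A mutant with DMSO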
Target sequence (Q8VD66 whole entry, looked up): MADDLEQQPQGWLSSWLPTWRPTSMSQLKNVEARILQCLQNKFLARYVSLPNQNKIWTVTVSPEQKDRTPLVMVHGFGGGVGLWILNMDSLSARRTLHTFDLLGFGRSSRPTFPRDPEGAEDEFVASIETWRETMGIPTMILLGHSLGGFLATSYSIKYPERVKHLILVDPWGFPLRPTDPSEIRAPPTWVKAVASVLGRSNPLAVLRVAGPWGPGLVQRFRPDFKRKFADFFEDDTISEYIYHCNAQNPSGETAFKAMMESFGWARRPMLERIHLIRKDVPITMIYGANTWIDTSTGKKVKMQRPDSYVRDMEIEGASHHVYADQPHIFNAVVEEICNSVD
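Test system: mouse ABHD4 enzyme, wild type. Reagent: FP-Rh fluorescent activity-based probe, added after compound pre-incubation. Timing: pre-incubation 45 min, probe exposure 60 min, at 25 °C. Technique: FP readout, ex 525 nm / em 598 nm. Benchmarks: high control S159A mutant with DMSO, low control median of compound wells.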
TCR-CD3 inh = inhibitors of human TCR-CD3 interaction, primary screen, biochemical, fluorescence, TAMRA-labeled TCR probe. T-cell receptor (TCR). inhibition, % at 9.4 µM. hit rate 0.37% among 360,000; in the data active means inhibition above about 19%;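 further: recombinant mutant TCR 2C K166C tagged with TAMRA read by polarization; 0% = receptor in buffer alone and 100% = receptor with positive control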
UHRF1 binding = UHRF1 methylated DNA binding inhibitors, primary screen, counter-screen for MBD2 inhibitor project, biochemical, TR-FRET, human UHRF1, single concentration. E3 ubiquitin-protein ligase UHRF1 (Homo sapiens), Q96T88. UHRF1 binding to methylated oligo. inhibition, % at 4.4 µM. hit rate 0.75% among 370,000. AID 687016, 2013; in the data active means inhibition above about 21%;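 further: UHRF1 SRA domain binding a hemimethylated CpG hairpin DNA probe; 0% = median of test compound wells and 100% = reference inhibitor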
Target sequence (Q96T88 whole entry, looked up, the tested form may be a part): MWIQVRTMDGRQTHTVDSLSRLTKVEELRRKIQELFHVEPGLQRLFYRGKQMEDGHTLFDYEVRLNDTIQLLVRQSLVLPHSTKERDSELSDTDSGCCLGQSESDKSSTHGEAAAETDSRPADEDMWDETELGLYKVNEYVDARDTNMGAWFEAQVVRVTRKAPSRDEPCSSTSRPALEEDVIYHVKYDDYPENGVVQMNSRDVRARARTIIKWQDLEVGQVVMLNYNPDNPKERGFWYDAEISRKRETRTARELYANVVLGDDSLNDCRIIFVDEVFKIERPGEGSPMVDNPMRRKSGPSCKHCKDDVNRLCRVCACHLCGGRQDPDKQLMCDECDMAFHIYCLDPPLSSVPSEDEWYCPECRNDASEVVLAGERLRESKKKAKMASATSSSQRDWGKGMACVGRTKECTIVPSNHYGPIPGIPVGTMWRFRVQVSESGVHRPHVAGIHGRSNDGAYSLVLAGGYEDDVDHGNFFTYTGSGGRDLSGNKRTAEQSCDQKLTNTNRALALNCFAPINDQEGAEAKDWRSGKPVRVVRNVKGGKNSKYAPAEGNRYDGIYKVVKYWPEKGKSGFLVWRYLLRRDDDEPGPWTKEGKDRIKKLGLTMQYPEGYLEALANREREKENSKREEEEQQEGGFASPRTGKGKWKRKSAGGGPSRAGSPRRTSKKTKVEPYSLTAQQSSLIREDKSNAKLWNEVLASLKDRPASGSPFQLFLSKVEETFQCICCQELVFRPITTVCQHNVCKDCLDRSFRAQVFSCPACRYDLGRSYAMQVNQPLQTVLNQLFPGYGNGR
SIAE primary = human SIAE inhibitors, primary screen, biochemical, fluorescence polarization, FP-Rh probe, 1536-well HTS. inhibition, % at 9.66 µM. hit rate 0.69% among 370,000. AID 1053197, 2014. Sialate O-acetylesterase (Homo sapiens), Q9HAT2. SIAE FP-Rh probe binding;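 active means inhibition above a cutoff: mean of compounds within the control limits plus 3 SD of those, cut at about 17% in these data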;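 further: 0% = plate median of compound wells and 100% = probe without SIAE protein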
rCAG binder = binders of r(CAG) RNA repeats, primary screen, biochemical, fluorescence. inhibition, % at 3 µM. r(CAG) RNA repeat, TO-PRO-1 dye displacement fluorescence. hit rate 1.3% among 370,000;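 active means inhibition above the plate cutoff, the mean of all test compounds on that plate plus 3 SD, cut at about 35% in these data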;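 further: 0% = DMSO alone and 100% = 100 µM mitoxantrone as full dye displacement; higher means more dye released from RNA so lower well fluorescence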
GC-A act = GC-A stimulated cGMP production enhancers – HEK293 GC-A cells, cGMP TR-FRET, EC30 ANP, primary screen; 0% at EC30 ANP, 100% saturating ANP; activation, % at 10 µM; hit rate 0.14% among 370,000; Atrial natriuretic peptide receptor 1 (Homo sapiens), P16066; AID 1671463, 2021; in the data active means activation above about 40%
GC-B act = human GC-B receptor activators, primary screen, HEK293 GC-B cells, cGMP TR-FRET, EC30 CNP; hit rate 0.11% among 370,000; Atrial natriuretic peptide receptor 2 (Homo sapiens), P20594; AID 1920062, 2024; activation, % at 10 µM; 0% at EC30 CNP, 100% saturating CNP;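 active means activation at 10 µM reaching about 35% in either raw or pattern-adjusted values, limit read from the data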
PRMT1 FP inh = PRMT1 methyltransferase inhibitors, primary screen, biochemical, fluorescence polarization. Protein arginine N-methyltransferase 1 (Homo sapiens), Q99873. recombinant PRMT1, activity-based probe fluorescence polarization. inhibition, % at 2.79 µM. hit rate 1.3% among 370,000;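 active means inhibition above about 21% made by adding two undisclosed values, limit read from the data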
* = called active by the depositor; . = no result given.

SMILES	MBD2 DNA inh	HTRA1 inh	mABHD4 FP	TCR-CD3 inh	UHRF1 binding	SIAE primary	rCAG binder	GC-A act	GC-B act	PRMT1 FP inh
Cc1ccc(NC(=O)c2ncn(CCCN(CCCn3cnc(C(=O)Nc4ccc(C)c(C)c4)n3)Cc3ccc4[nH]ccc4c3)n2)cc1C	2.5	-38.7	-17.7	-5.6	20.6	-18.6	10.4	-3.1	4.3	1.1
N#Cc1cccc(NC(=O)CC2CCCCC2)c1	0.6	-4.2	0.1	1.1	3.4	-5.9	-5.5	3.3	1.9	-0.8
CSc1ccc(CNc2nnnn2C)cc1	3.6	-0.1	0.4	-0.3	-3.3	3.9	0.2	2.9	-3.9	-1.7
Cc1cccc(Oc2ccc(NC(=O)c3ccccc3C(=O)O)cc2)c1C	-3.5	-5.7	-2.6	9.1	0.6	2.3	1.9	-3.3	-2.6	0.5
CCn1ncc([N+](=O)[O-])c1C(=O)N1CCc2ccccc2C1	5.8	-1.7	2.8	3.4	-0.2	-0.2	-2.1	0.5	-0.8	-3.5
COc1ccc(NC(=O)CN(C)C(=O)/C=C/c2cn(-c3ccccc3)nc2-c2ccc(C)cc2)cc1	-8.1	-114.4	-40.4	31.9*	1.8	-72.5	18.1	-2.5	-7.2	-3.5
CCN1CCN(C(=O)CN(CC)S(=O)(=O)c2ccc3ccccc3c2)CC1	-3.1	5.6	5.5	6.8	0.4	-4.4	-6.5	5.1	4.6	-1.9
C#CC(CC)(CC)NC(=S)Nc1cccc(C(C)=O)c1	-5.2	-16.7	6.4	6.4	-0.7	5.2	4.1	-2.0	-1.8	-1.8
COC(=O)[C@]12C[C@H](CC(=O)NCCCN3CCCC3=O)C(=O)N(Cc3ccco3)C1=C[C@H](C(C)C)O[C@@H]2C1CC1	2.8	.	0.8	.	-3.0	3.7	-1.4	-2.1	-0.5	-4.2
CC(C)NC(=O)NC(=O)COC(=O)c1ccccc1O	-5.4	-1.7	0.4	-6.3	0.0	12.6	-0.5	2.1	-2.0	-7.0
CC1(Oc2ccc(CC#N)cc2)CCN(Cc2ccccc2OC(F)F)C1 (centres undefined)	-1.2	.	0.5	-0.6	0.3	3.6	-1.4	-1.1	-0.6	-5.3
COc1ccc(S(=O)(=O)N(C)CC(=O)N2CCN(Cc3ccccc3)CC2)cc1C	-0.6	0.2	3.2	1.8	-0.3	-0.4	-6.7	2.5	2.3	1.3
CCCOC1CCCN(C(=O)c2ccc(OC)c(OC3CCN(C(C)C)CC3)c2)C1 (centres undefined)	-0.8	-1.6	4.2	-4.2	1.3	9.2	-8.7	0.1	3.6	2.0
CC(=O)NC1CCN(CC(=O)Nc2nccs2)CC1	-0.2	3.2	-6.9	-0.4	2.4	1.1	-2.8	2.9	1.6	0.6
Cc1cccc(C)c1NC(=O)C(c1ccncc1)N1CCN(C)CC1 (centres undefined)	4.0	.	-3.8	-4.1	3.0	6.9	0.3	3.1	1.3	1.4
COc1ccc(NC(=O)c2cc(S(=O)(=O)N3CCCC3)oc2C)cc1	1.7	-6.7	-2.5	0.9	3.9	0.5	-3.8	-4.3	6.9	-7.2
COc1ccc(N(CC(=O)N/N=C/c2cccc(OC)c2OC)S(=O)(=O)c2ccccc2)cc1	3.4	-22.0	-6.1	-9.9	3.4	-14.1	1.7	-1.3	0.9	3.7
COCCCNC(=O)C1Cc2cc(S(=O)(=O)N3CCCC3)ccc2N1C(C)=O (centres undefined)	2.1	3.9	-7.7	5.2	1.3	-5.0	0.2	3.7	3.1	3.1
CC(=O)N1C[C@@H](CO)[C@@H](N(C)C(=O)C(C)(C)C)C[C@H]1c1ccccc1	1.8	.	-0.4	6.0	-3.5	3.5	2.9	3.9	-5.1	-2.6
O=C1CCC(C(=O)Nc2cccc3ccccc23)N1 (centres undefined)	0.5	0.0	7.0	0.2	-2.7	0.1	-0.7	-0.9	-4.6	-1.1
COC(=O)CSc1nnc(-c2cnccn2)n1C	0.0	4.6	4.0	7.1	1.5	6.0	1.3	3.2	1.5	-1.2
CC(C)(C)c1ccc(C(=O)Nc2nnc(Cc3c[nH]c4ccccc34)s2)cc1	-3.2	-36.0	-3.2	1.7	-1.4	3.1	8.1	0.0	1.4	-2.6
COc1ccc(CNC(=O)c2ccc(Br)s2)cc1OC	-0.8	-4.1	1.0	11.6	5.0	-4.5	-0.3	2.5	0.8	-0.2
Cn1nnc(NC(=O)COc2ccc(C3CCCCC3)cc2)n1	-5.2	-6.8	-7.8	2.8	1.0	-3.2	-2.8	5.8	-0.1	2.2
CCc1nc2ccc(C(=O)Nc3cc(-c4ccccc4)ccc3OC)cn2c1N(CC)CC(=O)N(C)C	-4.4	.	17.8	-1.0	0.9	0.1	2.8	-6.8	-3.5	3.1
CCc1ccc(CC)c(S(=O)(=O)Nc2ccc(C(=O)O)c(O)c2)c1	0.2	-6.3	-8.8	3.5	-3.4	-1.3	22.1	3.6	3.2	1.4
COc1cc(C(=O)N2CCc3ccccc32)ccc1OCc1c(C)noc1C	3.2	1.1	-2.6	2.2	-0.2	-0.8	-5.3	-5.2	5.4	-2.9
COc1cc(/C=N/n2c(-c3ccccc3)n[nH]c2=S)cc(OC)c1O	-0.6	7.0	9.0	-13.9	4.1	0.3	2.0	-2.4	-1.8	12.4
O=c1nc2ccc(Cl)cn2c2ccc(S(=O)(=O)N3CCOCC3)cc12	-4.8	-3.5	2.9	4.0	-3.2	-1.7	11.8	10.1	-1.0	-3.7
CN(Cc1ccco1)C(=O)[C@H](Cc1ccccc1)NC(=O)CC[C@H]1O[C@@H](n2ccc(=O)[nH]c2=O)[C@H](O)[C@@H]1O	1.1	.	0.1	-1.7	-0.1	4.1	-1.2	-1.0	5.8	1.9
COC(=O)CCN(C(=O)c1ccc([N+](=O)[O-])cc1)c1ccccn1	4.0	4.6	-4.5	-1.4	1.9	-2.2	-0.9	4.8	3.6	5.8
CC(OC(=O)c1cnc2ccccc2n1)c1ccccc1Cl (centres undefined)	3.4	-6.3	-2.0	-2.9	0.0	-4.5	-1.8	0.0	-5.2	2.3
CC(C)(C)n1nnnc1C(c1cccs1)N(Cc1cccnc1)Cc1ccco1 (centres undefined)	1.2	-6.1	-4.5	-0.2	-0.1	-3.3	-4.0	-45.2	-19.7	-0.9
CCOc1ccc2nc(Cl)c(CN(C(=O)c3cnccn3)C3CCCC3)cc2c1	0.5	1.0	0.8	6.9	-0.4	0.8	-6.5	-7.2	13.0	-2.6
Cc1ccc2c(CN(C)Cc3ccc(OC(F)F)cc3)cc(=O)oc2c1C	-5.5	-34.4	-5.0	-1.0	1.0	7.2	1.9	1.2	0.4	6.4
Cc1c(Cc2ccccc2)c(=O)oc2cc(OCC(=O)NCC3CCC(C(=O)O)CC3)ccc12 (centres undefined)	-5.0	2.7	-6.6	0.9	-1.8	0.2	14.2	1.2	1.2	-6.1

Profiles as entered above:
`COC(=O)CCN(C(=O)c1ccc([N+](=O)[O-])cc1)c1ccccn1` reads MBD2 DNA inh: 4.0; HTRA1 inh: 4.6; mABHD4 FP: -4.5; TCR-CD3 inh: -1.4; UHRF1 binding: 1.9; SIAE primary: -2.2; rCAG binder: -0.9; GC-A act: 4.8; GC-B act: 3.6; PRMT1 FP inh: 5.8
`COc1cc(C(=O)N2CCc3ccccc32)ccc1OCc1c(C)noc1C` reads MBD2 DNA inh: 3.2; HTRA1 inh: 1.1; mABHD4 FP: -2.6; TCR-CD3 inh: 2.2; UHRF1 binding: -0.2; SIAE primary: -0.8; rCAG binder: -5.3; GC-A act: -5.2; GC-B act: 5.4; PRMT1 FP inh: -2.9

Carrying on:
SMILES	MBD2 DNA inh	HTRA1 inh	mABHD4 FP	TCR-CD3 inh	UHRF1 binding	SIAE primary	rCAG binder	GC-A act	GC-B act	PRMT1 FP inh
CCCNC(=O)C1(C)CCCN(Cc2cccc(C(F)(F)F)c2)C1 (centres undefined)	-2.0	.	0.1	1.5	14.0	-0.8	-2.6	-1.8	8.5	0.3
COc1ccc(OC)c(NC(=O)C(CC(=O)O)Cc2ccc(Cl)cc2)c1 (centres undefined)	-3.6	1.4	2.3	6.0	-1.0	-4.9	12.2	1.4	-2.0	-1.7
O=C(NNC(=O)c1ccc2ccccc2c1O)Nc1ccc(F)cc1	2.7	3.8	7.2	32.0*	-3.6	25.8*	7.8	-0.2	2.6	-1.9
C/C(=N\NC(=O)c1ccc(N2CCCC2=O)cc1)c1ccccc1	1.1	-1.5	-1.4	0.3	-0.9	-1.1	0.3	1.4	2.4	0.2
CC(C)N(Cc1ccccc1)C(=O)COC(=O)c1cc[n+]([O-])cc1	-5.9	-0.7	0.7	3.9	0.0	1.0	2.1	0.3	6.7	-4.2
CS(=O)(=O)N(CC(=O)NCC1CCCO1)c1cc(Cl)ccc1Cl (centres undefined)	-3.3	1.3	4.5	-4.4	0.3	-1.2	-0.5	-2.2	-6.1	-4.5
COc1ccc(/C=C/C(=O)NC(C)CCc2ccccc2)cc1 (centres undefined)	0.2	-13.7	-0.7	-1.2	-1.3	-1.3	-6.8	-2.9	-0.2	-1.0
CCC(C(=O)OCC(=O)Nc1ccccc1-c1ccccc1)c1ccccc1 (centres undefined)	0.1	-13.6	-11.1	3.9	-2.1	7.1	-0.2	-4.2	0.7	-0.3
CC(C)(C)N1C(=O)c2ccccc2NC(=O)N1Cc1ccccc1	-2.3	-1.8	-2.7	3.7	-0.8	-3.1	7.2	-2.7	1.0	-1.4
CCOC(=O)c1cn(-c2nc(-c3ccc(Cl)c(Cl)c3)cs2)c2c(F)c(N3CCOCC3)c(F)cc2c1=O	2.7	-0.3	1.1	3.0	-1.2	-5.8	1.9	-1.7	7.2	1.0
N#Cc1ccc(CN2CCN(C(=O)c3cc(C4CC4)nn3-c3ccccc3)CC2)cc1	-0.2	-6.0	-4.2	1.9	-1.4	5.0	3.5	-0.3	2.7	0.0
CC12CCC(=O)N1C(C(=O)Nc1nnc(SCc3ccccc3)s1)CS2 (centres undefined)	3.4	-4.4	0.5	1.4	0.2	3.1	2.6	1.1	-3.9	3.2
CCCCCC(=O)NC(=S)Nc1ccc(N2CCCCC2)c(Cl)c1	-1.1	-1.0	-10.8	-11.7	2.8	-2.4	3.5	-0.4	-5.5	-3.4
O=C(N/N=C/c1cccs1)c1ccc(NC(=O)c2ccccc2Cl)cc1	-4.5	-23.1	-20.5	4.5	-6.9	-12.4	1.1	-2.0	-1.3	1.3
COc1ccc(OC)c(C2CC(c3ccc(NS(C)(=O)=O)cc3)=NN2C(=O)c2ccccc2)c1 (centres undefined)	-6.5	-5.7	-11.1	2.2	-1.9	2.6	9.0	-10.5	0.1	-4.2
Cc1cc(N/N=C/c2ccccc2Cl)nc(NCc2ccccc2)n1	-1.9	-26.6	8.5	-12.4	-1.6	-10.8	5.4	-1.1	2.7	-4.0
O=S(=O)(Cc1cc(-c2ccccc2)no1)c1ccccc1	-5.7	0.7	-7.6	8.8	-0.2	0.4	-1.9	0.0	2.3	-5.7
CCOc1ccc(N(CC(=O)NCC2CCCO2)S(=O)(=O)c2ccc(OC)c(OC)c2)cc1 (centres undefined)	-1.3	-1.0	-14.6	-13.4	1.9	-6.6	1.4	-2.1	-3.5	3.2

Assay outcomes: PubChem BioAssay, several laboratories

An excerpt; rates above refer to the full screens.
